Screening results deposited in PubChem by Dana-Farber Cancer Institute and Novartis Institutes for BioMedical Research (Cambridge, Mass).
USP28 inh: inhibitors of human USP28 deubiquitinase. inhibition, % at 25 µM. 47,000 compounds, 3% hits. Q96RU2. purified USP28, Ub-rhodamine cleavage fluorescence, 30 min
OTUD3 inh: human OTUD3 deubiquitinase inhibition; Q5T2D3; purified OTUD3, Ub-rhodamine fluorescence, 2 h; inhibition, % at 25 µM; 47,000 compounds, 0.7% hits
USP10 inh: human USP10 deubiquitinase inhibition; Q14694; purified USP10, Ub-rhodamine fluorescence, 60 min; inhibition, % at 20 µM; 47,000 compounds, 1.1% hits; AID 1645856
Target sequence (Q14694 whole entry, looked up): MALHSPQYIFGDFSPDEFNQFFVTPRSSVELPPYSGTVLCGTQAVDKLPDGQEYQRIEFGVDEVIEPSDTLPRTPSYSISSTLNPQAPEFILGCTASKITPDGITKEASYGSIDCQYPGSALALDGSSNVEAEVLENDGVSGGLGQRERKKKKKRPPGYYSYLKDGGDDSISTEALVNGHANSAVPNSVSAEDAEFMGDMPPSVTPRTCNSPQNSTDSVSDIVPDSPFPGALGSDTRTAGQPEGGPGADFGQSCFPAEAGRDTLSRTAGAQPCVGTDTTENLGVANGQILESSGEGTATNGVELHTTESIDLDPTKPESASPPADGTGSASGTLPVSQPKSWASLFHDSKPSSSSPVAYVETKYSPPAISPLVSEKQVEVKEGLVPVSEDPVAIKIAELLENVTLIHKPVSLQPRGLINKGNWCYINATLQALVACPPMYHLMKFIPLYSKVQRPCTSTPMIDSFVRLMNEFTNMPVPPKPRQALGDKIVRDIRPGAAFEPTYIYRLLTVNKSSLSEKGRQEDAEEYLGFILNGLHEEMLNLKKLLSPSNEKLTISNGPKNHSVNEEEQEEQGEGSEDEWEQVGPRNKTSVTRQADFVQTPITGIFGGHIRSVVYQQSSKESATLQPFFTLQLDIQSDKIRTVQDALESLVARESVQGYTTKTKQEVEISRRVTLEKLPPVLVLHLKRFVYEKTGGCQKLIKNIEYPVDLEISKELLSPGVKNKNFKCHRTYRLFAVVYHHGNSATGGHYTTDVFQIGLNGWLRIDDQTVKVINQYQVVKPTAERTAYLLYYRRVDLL
USP8 inh: inhibitors of human USP8 deubiquitinase. inhibition, % at 20 µM. purified USP8, Ub-rhodamine cleavage fluorescence, 30 min. 47,000 compounds, 4.2% hits. P40818
USP30 block: blocks human USP30 ubiquitin-rhodamine cleavage; purified USP30, Ub-rhodamine cleavage fluorescence; inhibition, % at 25 µM; 47,000 compounds, 5.3% hits
USP7 inh: inhibitors of human USP7 deubiquitinase; inhibition, % at 20 µM; 47,000 compounds, 0.3% hits; Q93009; AID 1645854; purified USP7, Ub-rhodamine cleavage fluorescence
UCHL1 inh: blocks human UCHL1 ubiquitin-rhodamine cleavage; P09936; 47,000 compounds, 0.2% hits; inhibition, % at 20 µM; AID 1645859; purified UCHL1, Ub-rhodamine cleavage fluorescence
Target sequence (P09936 whole entry, looked up): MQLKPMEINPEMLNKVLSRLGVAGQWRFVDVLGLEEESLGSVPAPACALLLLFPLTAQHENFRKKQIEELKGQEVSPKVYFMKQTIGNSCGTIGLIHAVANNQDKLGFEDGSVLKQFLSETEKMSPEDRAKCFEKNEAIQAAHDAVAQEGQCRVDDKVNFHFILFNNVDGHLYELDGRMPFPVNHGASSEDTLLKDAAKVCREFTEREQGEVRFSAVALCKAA
USP17 inh: inhibitors of human USP17 deubiquitinase; purified USP17, Ub-rhodamine cleavage fluorescence, 3 h; inhibition, % at 50 µM; 47,000 compounds, 6.5% hits; AID 1645855
Active calls of the source: *; i = inactive; . = no result given. Cut-off read from the data, not from the text of the source: active = inhibition above about 30%; inactive = the rest.

SMILES	USP28 inh	OTUD3 inh	USP10 inh	USP8 inh	USP30 block	USP7 inh	UCHL1 inh	USP17 inh
COc1ccccc1NC(=O)c1cn(-c2ccccc2)nc1-c1cccnc1	0.6	-5.3	0.0	-9.0	-10.9	-4.5	6.5	-7.0
Cc1ccc(CN2CCc3nc4cc(C5CC5)[nH]n4c(=O)c3C2)s1	15.3	11.4	0.1	-94.9	32.1*	1.7	0.0	0.4
O=C(NC1CCN(c2cc(-c3ccc(F)cc3)[nH]n2)CC1)c1ccncc1	-1.1	-3.3	-5.7	-7.0	0.1	2.7	1.4	-6.8
COc1ccc(CNc2ncc(C(=O)Nc3ccc(F)cc3)c(C)n2)cc1	-48.1	-31.0	-11.3	-25.6	-205.6	-32.3	-16.6	-24.6
CCCCN(C)c1ncnc2c1oc1nc3c(cc12)COC(C)(C)C3	-9.8	-8.5	-3.7	-11.6	-11.5	-1.5	-3.4	-10.7
O=[N+]([O-])c1ccc(NCC2COc3ccccc3O2)c(S(=O)(=O)N2CCCC2)c1 (stereo not drawn)	-22.0	-27.3	-2.2	-45.0	-102.1	2.8	1.0	-77.7
O=C(N[C@H]1C[C@@H]2C[C@H]1CN2C(=O)Nc1ccccc1Cl)c1ccccc1	8.0	3.2	-1.1	-119.3	7.1	4.4	3.2	0.6
COc1cc(Cl)c(C)cc1NC(=O)c1nc2nccc(C)n2n1	-4.8	2.0	-3.9	-7.5	-8.5	3.9	-1.3	-2.8
COC(=O)c1ccccc1NC(=O)CNc1cc(Cl)ccc1N1CCOCC1	-14.2	-12.9	4.0	0.0	-19.7	0.0	3.7	-10.8
CCN1C/C(=C\c2ccc(N3CCOCC3)c([N+](=O)[O-])c2)c2nc3ccccc3c(C(=O)O)c2C1	-5.9	-10.7	-0.6	-78.6	-69.6	3.2	2.8	-25.7
O=S(=O)(Nc1nc2ccc(S(=O)(=O)N3CCCC3)cc2s1)c1ccc(F)cc1	-6.8	-2.6	13.7	-1.6	-48.0	13.8	1.0	9.4
O=C(Nc1nc(-c2ccccc2)ns1)c1ccccc1Cl	12.2	7.6	8.4	-3.1	1.3	0.9	0.3	3.7
O=C(Cn1cnc2ccccc2c1=O)N1c2ccccc2OCC1c1ccccc1 (stereo not drawn)	0.0	-4.7	2.0	4.3	-3.4	2.2	2.3	2.4
CCC1/C=C(\C)C(O)C/C=C/C=C(\CO[C@@H]2OC(C)[C@H](OC(=O)c3c(C)c(Cl)c(O)c(Cl)c3O)C(O)[C@@H]2OC)C(=O)OC(C(C)O)C/C=C(C)/C=C(\C)C1O[C@@H]1OC(C)(C)[C@H](O)C(O)[C@@H]1OC(=O)C(C)C (stereo partly drawn)	4.6	-10.1	20.8	1.8	10.4	-1.9	-1.6	-0.8
Cc1nc2ccc(S(=O)(=O)NCC(=O)N3CCC(Cc4ccccc4)CC3)cc2s1	0.7	6.8	3.6	-16.2	-0.7	0.7	3.8	0.4
CSc1cccc(NC(=O)CCc2nc3cccnc3n2Cc2ccccc2)c1	-14.9	-11.6	-2.4	-16.0	-43.9	-8.5	-2.6	48.1*
COc1ccc(CCNC(=O)c2ccc3c(c2)N(Cc2cc(C)ccc2C)C(=O)c2ccccc2S3(=O)=O)cc1OC	0.1	-5.3	0.0	-5.7	-6.6	4.2	3.2	-0.4
C/C=C/c1ccc(O[C@@H](C)[C@@H](O)c2ccc(O)c(OC)c2)c(OC)c1	1.7	8.2	-0.4	0.7	-4.8	-0.8	5.5	5.3
Cc1cccc(NS(=O)(=O)c2cc3[nH]c4c(c3cc2C)C(=O)CC(C)(C)C4)c1	4.0	-4.3	7.1	1.8	20.2	3.0	5.0	36.4*
c1cncc(CN2CCCC2c2ccnc(Nc3cnccn3)n2)c1 (stereo not drawn)	-6.5	-2.6	0.4	0.8	0.8	-0.9	-3.5	4.0
CC(C)CCNC(=O)C1CCN(c2nc3cccnc3n(Cc3ccccc3)c2=O)CC1	-25.1	-7.5	-4.0	-12.6	-72.8	-3.4	-3.2	-16.4
CC(=O)Cn1cnc2cc(-c3ccccc3)sc2c1=O	-142.6	-88.7	-6.7	-83.3	-387.1	-60.5	-77.6	-99.8
COc1ccc(C2C3=C(CC(c4ccccc4)CC3=O)Nc3ccc(C)cc3N2C(=O)C2CC2)cc1 (stereo not drawn)	10.3	12.4	-0.2	15.6	15.5	0.6	4.7	21.5
O=C(NC1CCCCC1)C(c1ccc(F)cc1)N(Cc1cccnc1)C(=O)C1COc2ccccc2O1 (stereo not drawn)	6.1	-0.2	0.4	18.7	12.6	-34.4	2.7	-8.7
CCOC(=O)C1=C(CS(=O)(=O)c2ccccc2)NC(=O)NC1c1ccccc1C (stereo not drawn)	9.7	7.4	4.2	8.7	6.0	1.3	0.4	0.6
(more compounds)
SMILES	USP28 inh	OTUD3 inh	USP10 inh	USP8 inh	USP30 block	USP7 inh	UCHL1 inh	USP17 inh
Cc1ccc(NC(=O)C2C3C=CC4(O3)C2C(=O)N(CCc2ccccc2)C4C(=O)NC2CCCCC2)cc1C (stereo not drawn)	8.3	18.2	9.0	28.0	28.3	-106.2	5.8	30.4*
C=CCN(C(=O)c1cc2c(Cl)nc3ccccc3c2s1)c1ccccc1	-13.0	-17.0	-1.6	-9.1	-22.6	-0.3	-0.7	-32.9
COc1ccc(CNC(=O)c2c(-c3ccccc3)nnc3ccccc23)c(OC)c1	-3.9	11.0	-7.6	-12.0	-15.2	-5.2	-1.5	.
COc1ccc(-c2nnc([C@H]3CCN(C(C)C)C3)o2)cc1	0.6	4.6	-0.8	13.8	-14.0	0.5	0.0	-27.3
CCOc1ccccc1C(=O)Nc1cc2c3c(c1)C(C)C(=O)N3CCC2 (stereo not drawn)	-15.6	-9.1	-5.7	-7.3	-57.5	-5.7	-4.1	-15.4
CC(=O)Nc1cc(-c2ccccc2)nn(C(C)C(=O)Nc2ccc(C(C)=O)cc2)c1=O (stereo not drawn)	-7.7	-8.5	-7.1	-12.1	1.6	-2.2	-2.7	.
COc1cccc(C(=O)N2CCN(c3nc4ccccc4n(C)c3=O)CC2)c1	-6.0	0.5	1.8	-6.7	3.3	-6.8	-3.3	-8.8
Cc1cc(C)c(-c2noc(C)n2)c(NC(=O)c2ccc(F)c(F)c2)n1	12.3	9.5	1.2	16.4	-1.3	5.0	2.6	0.2
CCc1cccc(NC(=O)c2cc(-c3ccccn3)n[nH]2)c1	-7.7	-3.8	2.1	-285.4	16.1	0.4	0.3	-44.2
O=C(CCc1c[nH]c2ccccc12)Nc1ccc(Br)cc1F	42.3*	16.7	5.5	18.3	17.3	-16.3	7.5	14.3
CCC(NC(=O)c1ccc2c(c1)OCO2)c1ccccc1 (stereo not drawn)	-9.9	-9.9	0.4	-17.5	3.1	0.4	-0.3	-21.7
COc1ccccc1NC(=O)CN1CN(c2cccc(F)c2)c2ncccc2S1(=O)=O	-10.4	-15.0	-2.2	-16.2	-19.0	-1.5	-3.6	-10.0
O=C(CSc1n[nH]c(-c2cc(Br)ccc2O)n1)NCCc1ccccc1	24.8	10.8	16.7	80.6*	10.5	-13.8	4.6	37.7*
CC(C)c1ccc(N2CCN(CC3CC3)C2=O)cc1	22.4	5.6	4.7	4.2	8.5	0.5	1.1	14.2
COc1ccc(CN(C(=O)c2cc(-c3ccc(C)cc3)on2)C2CCS(=O)(=O)C2)cc1 (stereo not drawn)	16.6	2.8	2.1	5.7	50.1*	-1.0	4.4	24.6
COc1ccc(NS(=O)(=O)c2cc(NC(=O)CC(=O)c3ccc([N+](=O)[O-])cc3)ccc2C)cc1	1.2	3.8	43.8*	-29.0	29.7	6.6	1.5	39.9*
CC(C)n1nnc2cc(S(=O)(=O)N3CCCC(C(=O)N4CCOCC4)C3)ccc21 (stereo not drawn)	-15.1	-15.7	0.0	8.0	-9.3	-2.9	-2.0	-10.5
COc1ccccc1CNC(=O)C1CCCN(c2nnc3cccc(C)n23)C1 (stereo not drawn)	-23.6	-25.1	-8.1	-8.8	-105.3	-1.2	-7.6	-16.2
Cc1ccc(C)c(NC(=O)N2CCC(c3nc4ccncc4n3C)C2)c1 (stereo not drawn)	-1.1	-2.6	1.5	-6.1	-0.1	-0.6	-1.6	-4.5
O=C(c1ccc(OC(F)(F)F)cc1)N1CCN(c2nc(-c3cccs3)ns2)CC1	-6.8	-3.8	7.8	-6.3	2.1	6.1	4.9	2.2
CC(C)c1cc(C(=O)N2CCN(C(=O)c3ccco3)CC2)c2cnn(C(C)C)c2n1	-8.0	-1.0	3.1	1.0	-13.4	-1.5	-1.4	-8.2
COc1ccc(CCN2C[C@@]34CN(C(=O)NC5CCCC5)C[C@@H](C[C@@H]3S2(=O)=O)O4)cc1	7.4	13.9	3.9	5.1	22.4	0.0	2.7	11.7
COc1ccc(Oc2nc(C)c(-c3ccccc3)cc2C#N)cc1	13.9	13.2	8.5	7.8	7.6	-29.5	3.7	13.5
COc1ncccc1-c1cn[nH]c1-c1ccsc1	.	-1.6	3.6	1.9	.	-4.3	2.6	-0.1
Fc1ccc(Cc2nc(-c3ccc4nncn4c3)no2)cc1	58.1*	-0.6	-1.3	1.3	-0.6	-1.6	0.5	0.6

A portion of the results above:
SMILES	USP28 inh	OTUD3 inh	USP10 inh	USP8 inh	USP30 block	USP7 inh	UCHL1 inh	USP17 inh
CC(C)n1nnc2cc(S(=O)(=O)N3CCCC(C(=O)N4CCOCC4)C3)ccc21 (stereo not drawn)	-15.1	-15.7	0.0	8.0	-9.3	-2.9	-2.0	-10.5
COc1ccccc1CNC(=O)C1CCCN(c2nnc3cccc(C)n23)C1 (stereo not drawn)	-23.6	-25.1	-8.1	-8.8	-105.3	-1.2	-7.6	-16.2
Cc1ccc(C)c(NC(=O)N2CCC(c3nc4ccncc4n3C)C2)c1 (stereo not drawn)	-1.1	-2.6	1.5	-6.1	-0.1	-0.6	-1.6	-4.5
O=C(c1ccc(OC(F)(F)F)cc1)N1CCN(c2nc(-c3cccs3)ns2)CC1	-6.8	-3.8	7.8	-6.3	2.1	6.1	4.9	2.2
CC(C)c1cc(C(=O)N2CCN(C(=O)c3ccco3)CC2)c2cnn(C(C)C)c2n1	-8.0	-1.0	3.1	1.0	-13.4	-1.5	-1.4	-8.2
COc1ccc(CCN2C[C@@]34CN(C(=O)NC5CCCC5)C[C@@H](C[C@@H]3S2(=O)=O)O4)cc1	7.4	13.9	3.9	5.1	22.4	0.0	2.7	11.7
COc1ccc(Oc2nc(C)c(-c3ccccc3)cc2C#N)cc1	13.9	13.2	8.5	7.8	7.6	-29.5	3.7	13.5
COc1ncccc1-c1cn[nH]c1-c1ccsc1	.	-1.6	3.6	1.9	.	-4.3	2.6	-0.1
Fc1ccc(Cc2nc(-c3ccc4nncn4c3)no2)cc1	58.1*	-0.6	-1.3	1.3	-0.6	-1.6	0.5	0.6

The list continues.
SMILES	USP28 inh	OTUD3 inh	USP10 inh	USP8 inh	USP30 block	USP7 inh	UCHL1 inh	USP17 inh
Cc1nc2nc(-c3cccc4ccccc34)[nH]n2c(=O)c1C	-20.2	-8.1	0.0	10.7	-47.8	7.5	3.1	-18.2
Cc1ccccc1C(=O)N1CCCC2(CCCC(=O)N2C)C1 (stereo not drawn)	-10.8	-0.2	0.0	-24.6	-14.7	3.1	-0.1	-10.2
COc1cccc(CN2CCC(C(=O)NC(C)c3ccccc3)CC2)c1O (stereo not drawn)	5.7	4.2	-2.6	-5.3	3.1	2.5	-0.4	0.8
Cc1cccc(Cl)c1NC(=O)Nc1ccc(NC(=O)c2ccccc2O)cc1	-22.1	-24.1	38.8*	41.6*	-101.5	9.8	-0.1	52.6*
CCOCCCNC(=O)NC(CCC(C)C)c1c(-n2cccc2)sc2c1CCN(CC)C2 (stereo not drawn)	-203.0	-168.2	-9.2	-194.2	i	-132.9	-156.4	-145.6
Cc1c(Cl)cccc1NC(=O)Cn1c(=O)c2ccccc2n2nncc12	-30.7	-13.6	-3.3	-6.3	-109.4	4.3	1.3	50.4*
Cc1cc(-c2onc(C)c2C(=O)Nc2ccc(Cl)cc2)no1	.	0.1	4.2	1.0	.	9.4	1.0	14.5
Cc1cccc(CN2CCN(C3CCOCC3)CC(C(N)=O)C2)n1 (stereo not drawn)	-60.5	-40.0	-13.4	-75.9	-229.5	-17.9	-16.8	-51.3
CCC(=O)N1CCc2cc(S(=O)(=O)NCCC(=O)N3CCC(Cc4ccccc4)CC3)ccc21	1.3	-21.7	3.7	-9.4	7.8	-2.1	0.3	-2.5
O=C(COC(=O)c1ccc2c(=O)n3c(nc2c1)CCC3)Nc1ccc2c(c1)OCCO2	8.9	-6.5	5.0	7.9	7.4	1.2	-0.7	4.7

Random draw from the library; about 14% have a hit in one of these screens.
